Source: PubChem
miR-122 sensor – miR-122 inhibition in Huh7 cells | AID 602342 | Huh7 miR-122 Renilla luciferase sensor, 48 h; neutral wells = 0, positive control = 100 | activation (reporter increase), % at 12.5 µM | 340,000 tested, 0.3% active;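 active means mean replicate activation score at least 90 and every replicate individually at or above 90; inconclusive means only one of the two criteria met; inactive means neither criterion met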;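 further: higher luciferase means less miR-122 activity so hits act as miR-122 inhibitors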
SIRT5 inh – blocks human SIRT5 desuccinylation of peptide; Purified SirT5, succinyl-peptide AMC, trypsin-coupled fluorescence; inhibition, % at 15 µM; 330,000 tested, 1.1% active; AID 652115; in the data active means inhibition above about 15%; inconclusive means no clear call, values can overlap the other calls
Target sequence (Q9NXA8 whole entry, looked up): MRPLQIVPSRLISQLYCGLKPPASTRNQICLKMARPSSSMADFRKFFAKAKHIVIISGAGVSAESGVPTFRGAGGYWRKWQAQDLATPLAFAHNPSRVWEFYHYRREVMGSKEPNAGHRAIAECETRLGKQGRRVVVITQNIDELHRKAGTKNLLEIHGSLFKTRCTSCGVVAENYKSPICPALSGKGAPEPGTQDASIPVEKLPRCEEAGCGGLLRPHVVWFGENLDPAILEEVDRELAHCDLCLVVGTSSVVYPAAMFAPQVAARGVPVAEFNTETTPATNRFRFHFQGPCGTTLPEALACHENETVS
ERp5 block – inhibitors of human ERp5; inhibition, % at 9.99 µM; ERp5 insulin aggregation, absorbance 650 nm, 90 min; Q15084; AID 651711; 350,000 tested, 0.05% active;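 active means mean replicate inhibition above about 25%, with every replicate also reaching it, limit read from the data, passing the limit was not always enough; inconclusive means only one of those two criteria met; inactive means neither criterion met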
Target sequence (Q15084 whole entry, looked up): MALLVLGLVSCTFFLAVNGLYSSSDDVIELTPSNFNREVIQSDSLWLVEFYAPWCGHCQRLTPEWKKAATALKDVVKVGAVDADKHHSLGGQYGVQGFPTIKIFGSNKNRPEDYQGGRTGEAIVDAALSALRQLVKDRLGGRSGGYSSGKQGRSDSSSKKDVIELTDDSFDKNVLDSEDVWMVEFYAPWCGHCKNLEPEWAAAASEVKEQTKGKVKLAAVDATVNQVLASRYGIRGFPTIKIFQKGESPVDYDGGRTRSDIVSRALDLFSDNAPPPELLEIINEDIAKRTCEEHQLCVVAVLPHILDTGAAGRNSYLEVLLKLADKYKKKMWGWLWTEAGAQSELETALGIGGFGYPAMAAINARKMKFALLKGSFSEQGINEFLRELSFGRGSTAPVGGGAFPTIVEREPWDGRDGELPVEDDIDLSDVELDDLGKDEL
DENV2 CPE rescue – DENV2-induced cell death inhibition. CPE inhibition, % at 9.99 µM. 350,000 tested, 1.7% active. DENV2-infected cells, cytopathic effect rescue, plate reader; in the data active means CPE inhibition above about 20%, passing the limit was not always enough; inconclusive means no clear call, values can overlap the other calls; tested in BHK-21 cells;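 further: 0% = median of neutral control wells and 100% = median of positive control wells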
CFTR F508del cor – correctors of CFTR F508del function in bronchial epithelial cells; CFBE cells, YFP halide quenching; stimulated with forskolin plus potentiator P3; % fluorescence drop versus neutral controls; activity (quench increase), % at 7.58 µM; 350,000 tested, 0.36% active; AID 720511;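 active means mean added fluorescence quench of at least 8% versus neutral control, with both replicates also reaching 8%; inconclusive means only one of the mean or replicate conditions met; inactive means mean below 8% and not both replicates reaching 8%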;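 further: cells transiently co-express mutant CFTR-F508del with the halide-sensitive YFP; corrector assay measuring rescue of mutant channel to the surface after 24 h compound exposure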
ERAP1 HTS inh – inhibitors of human ERAP1 aminopeptidase. Q9NZ08. recombinant ERAP1, Leu-AMC fluorescence, 60 min. inhibition, % at 10.7 µM. 340,000 tested, 0.15% active. AID 652197;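 active means mean replicate inhibition of at least 30%, or all replicates individually reaching that 30% level; inactive means mean below 30% and not every replicate reaching it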;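 further: 0% = neutral control wells and 100% = L-leucinethiol positive control wells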
CASP6 VEID inh – blocks human caspase-6 cleavage activity | AID 686996 | 350,000 tested, 0.53% active | inhibition, % at 12.5 µM | purified caspase-6, Z-VEID-R110 cleavage fluorescence;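 active means mean inhibition across replicates at least about 35%, with every replicate also reaching that limit, limit read from the data; inconclusive means only one of the two criteria met; inactive means neither criterion met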;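 further: 0% = median of neutral control wells and 100% = no fluorescence left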
Target sequence (P55212 24-179 limits assumed): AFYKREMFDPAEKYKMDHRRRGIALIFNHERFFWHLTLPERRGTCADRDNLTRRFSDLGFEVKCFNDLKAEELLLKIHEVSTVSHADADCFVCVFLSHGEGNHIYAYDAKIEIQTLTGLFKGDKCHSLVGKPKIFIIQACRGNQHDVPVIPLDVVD
Target sequence (P55212 194-293 limits assumed): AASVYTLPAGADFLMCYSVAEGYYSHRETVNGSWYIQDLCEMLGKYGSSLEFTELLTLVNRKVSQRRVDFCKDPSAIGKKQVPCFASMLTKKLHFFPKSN
* = called active by the depositor; ? = inconclusive; nt = not tested or not shown; & = joins results of further samples; [ ] = another dose, or the depositor's remark.

SMILES | miR-122 sensor | SIRT5 inh | ERp5 block | DENV2 CPE rescue | CFTR F508del cor | ERAP1 HTS inh | CASP6 VEID inh
CCOC(=O)N(C)C[C@@H]1OCc2cn(nn2)CCCC(=O)N([C@@H](C)CO)C[C@@H]1C | -2[16.7 µM] | 2 | 4 | 1 | -0.9 | 3 | -3
O=C(NCCC1CCCCN1S(=O)(=O)c1ccccc1)C(=O)NC1CCCC1 (configuration not stated) | nt | -3 | 3 | -9 | 0.0 | 0 | 6
O=C(CCN1CCCCC1)NCC[C@@H]1CC[C@H](NC(=O)C2CC2)[C@@H](CO)O1 | nt | 0 | -5 | -4 | -1.3 | 4 | -2
CCN(CC)c1ccc(-c2n[nH]c(=S)n2-c2ccccc2)cc1 | nt | 0 | 1 | 7 | -0.2 | 3 | -1
Cc1ccc(S(=O)(=O)N2CC3CCCC2C3)cc1 (configuration not stated) | 3 | 7 | 0 | 1 | -34 | 0 | -1
CN(C)CCCNC(=O)[C@H]1[C@H](CO)[C@H]2Cn3c(ccc(-c4cccc(F)c4)c3=O)[C@@H]1N2 | nt | -38 | -1 | 0 | -0.3 | 1 | -1
C[C@H]1CN([C@@H](C)CO)C(=O)CCCn2cc(nn2)CO[C@H]1CN(C)C(=O)Nc1ccc(N2CCCCC2)cc1 | -5[16.7 µM] | 9 | 0 | -1 | 0.3 | 2 | -1
COc1cc(OC)cc(C(=O)N[C@H](C(=O)NCCc2ccc(S(N)(=O)=O)cc2)C(C)C)c1 | -2 | -3 | 0 | ? | -0.3 | 3 | 1
O=C(O)c1cccc(N/N=C/c2ccc(OC(F)(F)F)cc2)c1 | 3 | -5 | 1 | 4 | -1.6 | -3 | 5
COc1ccccc1NC(=O)CN1C(=O)COc2ccc(S(=O)(=O)N3CCCCCC3)cc21 | 47 | -1 | 5 | -6 | -1.3 | -3 | 1
O=C(C[C@H]1C=C[C@@H](NC(=O)CCN2CCCCC2)[C@H](CO)O1)NCc1ccc(Cl)c(Cl)c1 | -13[16.7 µM] | -2 | 1 | -2 | 1.1 | 3 | -3
COc1cccc(-c2nc(CS(=O)(=O)CC(=O)N3CCOCC3)c(C)o2)c1 | nt | -1 | 0 | 4 | 2.3 | -5 | -3
CCOC(=O)c1ccc(N2C(=O)CC(SCC(=O)Nc3ccc(S(N)(=O)=O)cc3)C2=O)cc1 (configuration not stated) | nt | nt | -1 | -5 | -1.3 | 2 | 2
CCOC1=CC2=C(C(=O)C(Cl)=CC2=O)[C@@H]2CN(S(=O)(=O)c3ccc(C)cc3)[C@@H](c3ccccc3)[C@H]12 | 13 | 14 | 6 | 6 | -2.9 | -3 | 18
Cc1ccccc1OC(=O)CCC(=O)OCCCC(F)(F)C(F)(F)F | -4 | 0 | -1 | 3 | -1.5 | 2 | 0
O=C(O)c1ccc(S(=O)(=O)N(Cc2cccs2)CC2CCCO2)cc1 (configuration not stated) | -2 | -5 | 5 | 1 | 1.1 | 1 | 3
CCCCN(C)c1c(C)nc2ccc(C(=O)NC3CCN(C)CC3)cn12 | 1 | nt | 5 | 8 | 0.9 | -8 | -15
COC1(C)CN(Cc2ccccc2Br)[C@H](/C=C/c2ccccc2)[C@H](Cc2ccccc2)O1 (some centres not stated) | nt | -3 | -8 | -2 | -0.3 | 0 | 3
O=C(NCCS(=O)(=O)N1CCN(c2ccccc2F)CC1)c1ccc(Br)o1 | -6 | 2 | 6 | 10 | -2.8 | 3 | 0
C[C@@H]1CN([C@@H](C)CO)C(=O)CCCn2nncc2CO[C@H]1CN(C)S(=O)(=O)c1ccccc1F | -1 | -2&1 | -1&-1 | -5&-13 | -1.9&0.8 | -5&1 | -2&-2
CC(=O)Nc1ccc(-c2ccnc3c2CC(C(=O)Nc2ccccc2)O3)cc1 (configuration not stated) | 4 | -4 | -5 | 56* | 0.0 | 1 | 3
COc1cccc(N=Nc2ccc(O)c3ncccc23)c1 | -8 | -1 | 3 | -7 | -0.1 | 0 | 0
Cc1cc(C(=O)Nc2ccc(Br)cn2)sc1C | -5 | 2 | 2 | 5 | 1.2 | -1 | -3
Cc1ccccc1/C=N/n1c(-c2ccccn2)n[nH]c1=S | -5 | -3 | nt | -1 | 0.9 | 11 | 1
CN(C)C(=O)C[C@@H]1CC[C@@H]2[C@H](COc3ccc(NC(=O)C4CCCCC4)cc3C(=O)N2C)O1 | 1[16.7 µM] | nt | nt | 28* | 0.0 | nt | nt

As entered above.
`C[C@@H]1CN([C@@H](C)CO)C(=O)CCCn2nncc2CO[C@H]1CN(C)S(=O)(=O)c1ccccc1F` in ERAP1 HTS inh = -5&1
`CN(C)CCCNC(=O)[C@H]1[C@H](CO)[C@H]2Cn3c(ccc(-c4cccc(F)c4)c3=O)[C@@H]1N2` in DENV2 CPE rescue = 0

The list goes on.
SMILES | miR-122 sensor | SIRT5 inh | ERp5 block | DENV2 CPE rescue | CFTR F508del cor | ERAP1 HTS inh | CASP6 VEID inh
O=C(NCC(=O)N(c1ccc(Cl)cc1)C(C(=O)NC1CCCC1)c1cccnc1)c1ccco1 (configuration not stated) | 17 | 2 | 8 | 3 | -1.6 | -3 | nt
O=C(CCNS(=O)(=O)c1ccc(Br)s1)NCc1ccccc1Cl | nt | -2 | 1 | 9 | -0.7 | -2 | -1
CCCNC(=O)N(C)C[C@@H]1Oc2ncc(Br)cc2C(=O)N([C@H](C)CO)C[C@H]1C | -12[16.7 µM] | 1 | 3 | ? | 0.0 | 9 | 11
CCOC(=O)C(=O)Nc1cc(C)on1 | nt | -3 | 1 | 1 | 0.5 | 6 | 2
COc1ccc(/C=N/n2cnn(Cc3ccccc3Cl)c2=S)cc1OC | 1 | -4 | -2 | 1 | 2.6 | -1 | 3
O=C(CN(C(=O)c1csnn1)c1ccc(Cl)cc1)NCCc1ccccc1 | -4 | 1 | 1 | 6 | 0.4 | 0 | -4
Cc1ccc(-c2nc(S(=O)(=O)c3ccc(C)cc3)c(SCC(=O)NCC3CCCO3)o2)cc1 (configuration not stated) | 1 | -3 | -4 | 20 | 0.7 | -2 | 1
COc1ccc(-c2cnc3c(c2)C(=O)N([C@H](C)CO)C[C@H](C)[C@@H](CN(C)C(=O)C2CCOCC2)O3)cc1 | -1[16.7 µM] | -2 | 0 | 2 | -1.1 | 2 | -1
COCC(=O)Nc1ccc2c(c1)[C@@H]1C[C@@H](CC(=O)N3CCc4ccccc4C3)O[C@@H](CO)[C@@H]1O2 | 5[16.7 µM] | 6 | 0 | 4 | -2.6 | -3 | -3
CCNC(=O)C[C@@H]1CC[C@@H](NS(=O)(=O)c2ccc(C)cc2)[C@@H](CO)O1 | nt | 2 | 1 | 2 | 1.6 | -1 | -1
CCc1nn(C(CC)C(=O)NCCc2ccc(OC)cc2OC)c(=O)c2cc3occc3n12 (configuration not stated) | nt | -4 | 6 | -6 | 1.5 | -2 | 0
Cc1cc(/C=N/NC(=O)C(O)(c2ccccc2)c2ccccc2)c(C)n1-c1ccc(C(=O)O)cc1 | nt | 8 | 5 | 4 | -1.2 | 4 | 35
C[C@@H]1CCCCO[C@@H](CN(C)C(=O)Nc2cccc3ccccc23)[C@H](C)CN([C@@H](C)CO)C(=O)c2cc(NC(=O)CCC(F)(F)F)ccc2O1 | -19[16.7 µM] | nt | nt | 19 | -0.1 | nt | nt
CC[C@@H]1C/C=C\Cc2ccccc2[C@H](C(=O)C[C@H](O)CC(C)=O)OC1=O | 2 | 1 | -1 | -1 | -0.2 | -2 | 2
CSc1ccc(S(=O)(=O)NCCCn2ccnc2)cc1 | 21 | 1 | 4 | -3 | -3.1 | -6 | -9
CCC(CC)N1CCN(CC2CC=CCC2)CC1 (configuration not stated) | nt | -1 | 3 | -5 | 1.1 | 2 | -3
O=C(O)C1CCC(CNS(=O)(=O)c2ccc(Cl)cc2)CC1 (configuration not stated) | -4 | 0 | -1 | 2 | 2.1 | 0 | -1
Cc1ccc(N2C(=O)N(CC(=O)Nc3c(C)cc(C)cc3Cl)C(=O)C2C)cc1 (configuration not stated) | nt | -3 | -3 | -4 | -1.5 | 1 | 0
Cc1cc(C(=O)CSc2nnc(-c3cccnc3)n2-c2ccccc2)c(C)n1CC1CCCO1 (configuration not stated) | 2 | 0 | 1&-3 | 5 | 0.9 | -1&2 | 0&9
CCOC(=O)c1sc(NC(=O)CSc2nc3c(c(=O)n2-c2ccc(C)cc2)SCC3)c(C(=O)OCC)c1C | -1 | 0 | 3 | -8 | -4.4 | 0 | 0
O=C(C1=C(O)C(=O)N(CCN2CCOCC2)C1c1cccc(F)c1)c1cc2ccccc2o1 (configuration not stated) | 0 | -2 | 2 | -3 | 1.1 | 0 | 1
C[C@@H]1CN([C@@H](C)CO)C(=O)c2cc(C#Cc3cccc(F)c3)cnc2O[C@@H]1CN(C)C(=O)C1CCCCC1 | 7[16.7 µM] | 8 | -2 | 10 | 2.6 | -4 | -1
CC(C)NC(=O)N1[C@H](CO)[C@H](c2ccc(-c3ccc(F)cc3)cc2)[C@@H]1C#N | nt | -3 | -1 | 35* | 2.4 | 0 | 3
CC(C)C(NC(=O)c1ccc(C(C)(C)C)cc1)C(=O)N1CCCC1 (configuration not stated) | nt | -6 | 2 | 5 | -0.9 | 4 | -2
CC(C)C[C@@H](CC#N)N1CCN(CCc2ccccc2)CCC1=O | nt | nt | -1 | 4 | -1.5 | -1 | nt
CN(C)c1ccc(NC(=O)CN2CCC(O)(c3ccccc3)CC2)cc1 | nt | 3 | -1 | -1 | 1.1 | -2 | 2
C/C=C/c1ccc2c(c1)O[C@H](CN(C)S(=O)(=O)c1ccc(C)cc1)[C@H](C)CN([C@H](C)CO)S2(=O)=O | 42[16.7 µM] | 0 | 1 | 20* | -4.7 | 2 | 0
COc1ccccc1CNC(=O)C(=O)NCCC1CCCCN1S(=O)(=O)c1cccs1 (configuration not stated) | 6 | 0 | 4 | -3 | -1.0 | -4 | 0
C=CCNC(=O)[C@H]1[C@@H]2C(=O)O[C@@H](c3ccccc3)[C@@H](c3ccccc3)N2[C@@H](c2ccccc2OCCO)[C@]12C(=O)Nc1ccc(C#CC3(O)CCCCCC3)cc12 | nt | 17* | 0 | -5 | -1.8 | 2 | 1

Whole records, looked up by structure:
Results for CCC(CC)N1CCN(CC2CC=CCC2)CC1 (configuration not stated) : miR-122 sensor: nt; SIRT5 inh: -1; ERp5 block: 3; DENV2 CPE rescue: -5; CFTR F508del cor: 1.1; ERAP1 HTS inh: 2; CASP6 VEID inh: -3
Results for CC(C)C(NC(=O)c1ccc(C(C)(C)C)cc1)C(=O)N1CCCC1 (configuration not stated) : miR-122 sensor: nt; SIRT5 inh: -6; ERp5 block: 2; DENV2 CPE rescue: 5; CFTR F508del cor: -0.9; ERAP1 HTS inh: 4; CASP6 VEID inh: -2

Four entries drawn at random from the list so far, as already listed:
SMILES | miR-122 sensor | SIRT5 inh | ERp5 block | DENV2 CPE rescue | CFTR F508del cor | ERAP1 HTS inh | CASP6 VEID inh
CC(C)C[C@@H](CC#N)N1CCN(CCc2ccccc2)CCC1=O | nt | nt | -1 | 4 | -1.5 | -1 | nt
CCNC(=O)C[C@@H]1CC[C@@H](NS(=O)(=O)c2ccc(C)cc2)[C@@H](CO)O1 | nt | 2 | 1 | 2 | 1.6 | -1 | -1
CC[C@@H]1C/C=C\Cc2ccccc2[C@H](C(=O)C[C@H](O)CC(C)=O)OC1=O | 2 | 1 | -1 | -1 | -0.2 | -2 | 2
Cc1ccc(N2C(=O)N(CC(=O)Nc3c(C)cc(C)cc3Cl)C(=O)C2C)cc1 (configuration not stated) | nt | -3 | -3 | -4 | -1.5 | 1 | 0

Part of the list above with just SIRT5 inh.
Structure | SIRT5 inh
CSc1ccc(S(=O)(=O)NCCCn2ccnc2)cc1 | 1
CCC(CC)N1CCN(CC2CC=CCC2)CC1 (configuration not stated) | -1
O=C(O)C1CCC(CNS(=O)(=O)c2ccc(Cl)cc2)CC1 (configuration not stated) | 0
